EphB4 ephrin blk – EphB4-ephrin-B2 interaction antagonism | actives 0.15% (n = 97,000) | EphB4 LBD / TNYL-RAW-Alexa532 peptide, fluorescence polarization | P54760 | inhibition, % at 7 µM | AID 720;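 active = inhibition above the screen-wide mean inhibition plus 3 SD, cut at about 15% in these data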;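 also: 0% = DMSO wells and 100% = excess unlabeled TNYL-RAW peptide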
PLAP act – activates human placental alkaline phosphatase. P05187. purified PLAP enzyme, luminescent substrate read-out; hits give high values. activation fold at 20 µM. actives 1.2% (n = 96,000). AID 696; in the data active = activation fold above about 2
Target sequence (P05187 whole entry, looked up): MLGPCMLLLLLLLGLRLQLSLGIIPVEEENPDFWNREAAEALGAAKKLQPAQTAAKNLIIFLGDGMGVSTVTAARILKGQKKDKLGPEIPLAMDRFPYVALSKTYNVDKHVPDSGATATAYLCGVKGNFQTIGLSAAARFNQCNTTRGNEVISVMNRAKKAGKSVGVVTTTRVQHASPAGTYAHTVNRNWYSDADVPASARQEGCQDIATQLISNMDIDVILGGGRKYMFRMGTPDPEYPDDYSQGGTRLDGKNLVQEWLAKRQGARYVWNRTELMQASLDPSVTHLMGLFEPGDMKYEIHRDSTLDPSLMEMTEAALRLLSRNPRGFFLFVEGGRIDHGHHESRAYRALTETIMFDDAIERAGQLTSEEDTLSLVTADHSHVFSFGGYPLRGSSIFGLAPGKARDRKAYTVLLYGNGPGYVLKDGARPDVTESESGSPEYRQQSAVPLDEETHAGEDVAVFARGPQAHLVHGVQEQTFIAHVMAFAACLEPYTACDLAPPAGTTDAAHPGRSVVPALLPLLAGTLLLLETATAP
Rev-RRE block – HIV Rev-RRE protein-RNA interaction inhibition; P05866; Rev peptide-RRE RNA binding, FRET; inhibition, % at 8 µM; actives 0.79% (n = 97,000);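 active = inhibition above the screen-wide mean plus 3 SD, cut at about 35% in these data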;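 also: 0% = median DMSO wells and 100% = median Neomycin B control wells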
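Test system: Cy5-tagged RRE RNA duplex with fluorescein-tagged Rev peptide | Read-out: % inhibition of FRET ratio versus controls | Probe or stimulus: Labelled Rev peptide | Incubation: 5 min RNA-compound premix plus 15 min binding step, 25 °C | Technique: FRET fluorescence readout | Benchmarks: DMSO low control, neomycin B high control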
CYP2C9 activ – activators of human CYP2C9; P11712; actives 1.4% (n = 96,000); AID 1024; recombinant CYP2C9, luciferin-H conversion, luminescence; hits give high values; factor 1 = untreated enzyme, 0 = blocked; activation factor at 5 µM;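 active = activation factor of 2 or more for CYP2C9 at a 5 µM dose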;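 also: 0 = sulfaphenazole-blocked wells and 1 = vehicle-only wells; values of inactives mirror those of a sister screen read the other way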
PLK1 PBD inh – blocks phosphopeptide binding to human Plk1 polo box domain; P53350; Plk1 PBD phosphopeptide binding, fluorescence polarization; inhibition, %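 (tested at about 20 µM)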; actives 0.13% (n = 97,000); in the data active = inhibition above about 34%, passing the limit was not always enough
Target sequence (P53350 whole entry, looked up, the tested form may be a part): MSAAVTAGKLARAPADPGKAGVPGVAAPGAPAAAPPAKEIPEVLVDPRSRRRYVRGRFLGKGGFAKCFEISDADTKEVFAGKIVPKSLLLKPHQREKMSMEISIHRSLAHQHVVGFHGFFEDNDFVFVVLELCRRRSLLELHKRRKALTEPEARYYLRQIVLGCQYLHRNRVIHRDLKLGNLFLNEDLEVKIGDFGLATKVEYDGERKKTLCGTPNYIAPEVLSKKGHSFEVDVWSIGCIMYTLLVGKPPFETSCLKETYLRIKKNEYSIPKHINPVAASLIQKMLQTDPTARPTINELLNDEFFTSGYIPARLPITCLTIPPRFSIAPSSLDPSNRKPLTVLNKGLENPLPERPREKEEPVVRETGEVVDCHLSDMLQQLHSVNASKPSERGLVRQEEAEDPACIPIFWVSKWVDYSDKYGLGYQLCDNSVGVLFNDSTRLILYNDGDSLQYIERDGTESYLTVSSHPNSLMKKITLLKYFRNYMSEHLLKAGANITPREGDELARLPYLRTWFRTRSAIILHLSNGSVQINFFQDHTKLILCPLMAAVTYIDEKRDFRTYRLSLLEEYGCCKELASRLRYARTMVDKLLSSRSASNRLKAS
CYP2C9 inh – inhibitors of human CYP2C9 | AID 777 | CYP2C9 Supersomes, luciferin-H conversion, luminescence | actives 20% (n = 96,000) | P11712 | inhibition, % at 5 µM;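 active = blocking of liver enzyme CYP2C9 beyond about 50% at 5 µM, limit read from the data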; also: values of inactives mirror those of a sister screen read the other way
CYP2C19 inh – blocks human cytochrome P450 2C19. P33261. CYP2C19 Supersomes, luciferin-H EGE luminescence, 30 min. inhibition, % at 5 µM. actives 21% (n = 96,000);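 active = CYP2C19 inhibition above a set limit at 5 µM in the primary screen, cut at about 50% in these data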;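 also: plate controls were negative control wells for no effect and 2.5 mM tranylcypromine positive control for full effect; values of inactives mirror those of a sister screen read the other way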
PLK1 inh – inhibitors of human PLK1 kinase. inhibition, % at 10 µM. P53350. AID 619. recombinant PLK1 kinase, TR-FRET peptide phosphorylation. actives 0.53% (n = 97,000);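 active = inhibition of 50% or more in the single-concentration screen; inactive = inhibition below 50%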;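 also: 0% = DMSO max control and 100% = H-89 dihydrochloride min control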
CYP2C19 activ – cytochrome P450 2C19 (human) activation; recombinant CYP2C19, luciferin-H EGE luminescence; hits give high values; 0 = fully inhibited enzyme, 1 = untreated enzyme; activation factor at 5 µM; 96,000 tested, under 10 active; P33261; AID 1025;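 active = activation factor of at least 2 at 5 µM in the primary screen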;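 also: 0 = wells with 2.5 mM tranylcypromine and 1 = vehicle-only wells; values of inactives mirror those of a sister screen read the other way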
* hit, by the source's call; x = not tested or not shown.

SMILES	EphB4 ephrin blk	PLAP act	Rev-RRE block	CYP2C9 activ	PLK1 PBD inh	CYP2C9 inh	CYP2C19 inh	PLK1 inh	CYP2C19 activ
Cc1ccc(-c2cc(-c3ccccc3O)nc(N/N=C/c3cccnc3)n2)cc1	-3	0.9	7	0.9	-2	8	10	-12	0.9
Cc1nnc(C)n1/N=C/c1cccn1C	5	0.9	8	1.1	11	-14	-12	-6	1.1
Cc1ccc2nc(NC(=O)COC(=O)c3ccco3)sc2c1	-4	0.8	11	0.9	8	5	-2	4	1
CCCCCOC(=O)C1[C@H]2C(=O)N(c3ccccc3CC)C[C@]23C=C[C@H]1O3 (stereo partly specified)	-5	1.2	5	1	-7	4	3	-4	1
CCCCNS(=O)(=O)c1ccc(OC)c(Cl)c1Cl	-1	0.8	1	1.6	0	-59	52*	-10	0.5
Cn1nc(CC(=O)NC2CCCCCCCCCCC2)c2ccccc2c1=O	-3	5.1	-1	0.7	10	26	9	-8	0.9
O=C1NC(=O)C(CC(=O)N(Cc2ccco2)C2(C(=O)NC3CCCCC3)CCCCC2)N1 (stereo unspecified)	x	1.4	x	1.2	x	-18	-10	x	1.1
Cc1cccc(Cn2c(SCCO)nc3c2c(=O)n(C)c(=O)n3C)c1	-5	1.3	6	0.5	-16	54*	52*	1	0.5
CCN(CC)S(=O)(=O)c1ccc(Cl)c(C(=O)Oc2cccnc2)c1	-2	1.1	-1	0.9	3	7	33	-4	0.7
COc1ccc(C2CC(c3ccc(OC)cc3)n3nc(NC(=O)c4ccco4)nc3N2)cc1 (stereo unspecified)	4	1.8	-1	0.9	-18	11	9	-8	0.9
CCOc1ccc(NC(=O)c2ccc3snnc3c2)cc1	8	x	2	x	-10	x	x	-4	x
CC(C)OCCCNC(=O)CCN1C(=O)COc2ccccc21	x	0.9	x	1.1	x	-9	3	x	1
O=C(C1CC1)N1CCN=C1SCc1ccc(Cl)cc1	-2	0.9	1	0.8	36	21	98*	5	0
O=C(NCC(c1cccnc1)N1CCN(c2ccc(F)cc2)CC1)c1ccc2c(c1)OCO2 (stereo unspecified)	-4	1.6	-2	0.2	13	80*	64*	-5	0.4
C/C(Cl)=C/Cn1c(SCC(C)C)nc2c1c(=O)[nH]c(=O)n2C	x	1	x	0.8	x	20	4	x	1

Continued; it opens with the 2 that closed the last part.
SMILES	EphB4 ephrin blk	PLAP act	Rev-RRE block	CYP2C9 activ	PLK1 PBD inh	CYP2C9 inh	CYP2C19 inh	PLK1 inh	CYP2C19 activ
O=C(NCC(c1cccnc1)N1CCN(c2ccc(F)cc2)CC1)c1ccc2c(c1)OCO2 (stereo unspecified)	-4	1.6	-2	0.2	13	80*	64*	-5	0.4
C/C(Cl)=C/Cn1c(SCC(C)C)nc2c1c(=O)[nH]c(=O)n2C	x	1	x	0.8	x	20	4	x	1
COc1ccnc(NCc2cccc(C(F)(F)F)c2)c1C#N	-3	1.2	0	0.9	-3	14	54*	-33	0.5
CCOC(=O)C(NCCCCl)c1ccccc1 (stereo unspecified)	2	1	6	1	15	5	38	-20	0.6
CNc1oc(-c2ccccc2Cl)nc1C#N	4	0.7	0	0.8	25	16	26	-9	0.7
COCc1cc(C)nc(Nc2ccc(C)c(C)c2)c1C#N	-4	0.9	7	0.9	14	8	3	-1	1
CCCC(C)C(=O)NCc1ccc2c(c1)OCO2 (stereo unspecified)	-10	0.8	5	0.7	-12	28	32	-13	0.7
COc1ccccc1NC(=O)c1ccccc1-c1nc(-c2ccccc2OC)no1	10	1.5	13	0.2	5	78*	64*	-9	0.4
Cn1ncc2c(NCc3ccccc3)ncnc21	-7	0.9	6	1	20	3	17	5	0.8
FC(F)(F)c1cnc2c(c1)Nc1ccccc1S2	0	1	9	0.8	-25	16	30	-6	0.7
COC(=O)c1ccc(COc2ccc(-c3nn[nH]n3)cc2)cc1	-7	1	-4	0.6	2	39	30	-11	0.7
CCOC(=O)c1c(-c2ccccc2)csc1NC(=O)c1cccc(N2C(=O)CCC2=O)c1	9	1.2	5	0.2	-25	84*	45	-14	0.6
COC(=O)NNC(=O)COc1ccc(Br)c(C)c1	0	1	1	0.9	-9	5	-10	-10	1.1
O=C(NC(=S)NCCc1ccccc1)c1ccccc1	0	0.8	-3	0.8	8	16	19	-1	0.8
COC(=O)c1ccc(NC(=S)Nc2ccccn2)cc1	7	x	-3	x	9	x	x	-4	x
CC1=C(C(=O)OCc2ccc3c(c2)OCO3)C(c2ccc(F)cc2)NC(=O)N1 (stereo unspecified)	-3	1	6	0.5	-7	52*	33	14	0.7
COc1ccc(C(=O)N2CCCC(c3nc(-c4ccc(OC)c(OC)c4)no3)C2)c(OC)c1 (stereo unspecified)	-1	1.4	2	0.4	17	61*	40	-4	0.6

Single records, from the list above:
Results for COCc1cc(C)nc(Nc2ccc(C)c(C)c2)c1C#N : EphB4 ephrin blk: -4; PLAP act: 0.9; Rev-RRE block: 7; CYP2C9 activ: 0.9; PLK1 PBD inh: 14; CYP2C9 inh: 8; CYP2C19 inh: 3; PLK1 inh: -1; CYP2C19 activ: 1
Results for CCOC(=O)C(NCCCCl)c1ccccc1 (stereo unspecified) : EphB4 ephrin blk: 2; PLAP act: 1; Rev-RRE block: 6; CYP2C9 activ: 1; PLK1 PBD inh: 15; CYP2C9 inh: 5; CYP2C19 inh: 38; PLK1 inh: -20; CYP2C19 activ: 0.6
Results for Cn1ncc2c(NCc3ccccc3)ncnc21 : EphB4 ephrin blk: -7; PLAP act: 0.9; Rev-RRE block: 6; CYP2C9 activ: 1; PLK1 PBD inh: 20; CYP2C9 inh: 3; CYP2C19 inh: 17; PLK1 inh: 5; CYP2C19 activ: 0.8

(list continues)
SMILES	EphB4 ephrin blk	PLAP act	Rev-RRE block	CYP2C9 activ	PLK1 PBD inh	CYP2C9 inh	CYP2C19 inh	PLK1 inh	CYP2C19 activ
O=C(NNC(=O)C(c1ccccc1)c1ccccc1)c1cccs1	2	1.9	6	0.1	19	91*	56*	-7	0.4
COc1cc(N2CCOCC2)ncn1	-2	0.9	2	1.2	-14	-22	-19	-6	1.2
O=C(Nc1nnc(SCc2c(Cl)cccc2Cl)s1)C1CCCO1 (stereo unspecified)	3	1.1	11	1.7	6	-66	10	2	0.9
CC(CN1CCN(C)CC1)OC(=O)c1ccc(Cl)cc1 (stereo unspecified)	1	1.2	0	1	-7	0	30	-10	0.7
O=C1[C@@H]2[C@H](C(=O)N1Cc1cccnc1)[C@H]1C=C[C@@H]2C1	-1	1	3	0.8	-10	15	10	-8	0.9
N#CC1=C2SCN(Cc3ccco3)CN2C(=O)CC1c1c(F)cccc1Cl (stereo unspecified)	-2	1	3	0.8	4	23	3	-8	1
O=C(CCl)Oc1ccc2occ(C(=O)c3cccs3)c2c1	6	1	8	0.8	21	24	28	24	0.7
O=C(O)CSc1nnc(CNc2ccccc2Cl)n1-c1ccccc1	-3	1.4	0	1.2	12	-16	-8	-14	1.1
COc1ccc(N(CC(=O)N2CC=C(c3ccccc3)CC2)S(=O)(=O)c2c(C)noc2C)cc1	-12	1	0	0.9	-18	13	-1	-9	1
CCOc1cc(CNCCCN2CCOCC2)cc(Br)c1OCC(=O)Nc1cccc(C(F)(F)F)c1	-2	1.5	12	0.9	12	9	12	-9	0.9
O=C(CSc1nc2c(c(=O)n1-c1ccc(F)cc1)SCC2)Nc1ccc2c(c1)OCO2	-1	x	4	x	-9	x	x	-13	x
CCC(=O)c1ccc(OCC(O)CN2CCCCC2)cc1 (stereo unspecified)	-2	0.8	-1	1	-19	2	-3	-8	1
CC(C)C(=O)Nc1ccc(C(=O)NNC(=O)CCCOc2ccc(Cl)cc2Cl)cc1	-1	1	4	0.6	24	40	7	10	0.9
CCOC(=O)c1nnc2cc(-c3ccc(Br)cc3)nn2c1C	0	0.8	7	1	-23	-2	0	-5	1
CC(O)Cc1nsc(NC(=O)c2cccs2)n1 (stereo unspecified)	-3	0.9	5	0.7	15	25	11	-16	0.9
O=C(COc1ccc2c(c1)OCO2)Nc1ccc2c(c1)oc1ccccc12	0	1.2	9	1	5	2	1	-14	1
CCCCC(=O)Nc1ccc(C(=O)Nc2cccnc2)cc1	-3	0.8	0	0.8	11	16	13	-8	0.9
COC(=O)c1ccc(NC(=O)C2CCN(C(=O)c3cc(OC)c(OC)c(OC)c3)CC2)cc1	8	1	2	0.9	-5	8	8	-20	0.9
COc1ccccc1NC(=O)CN1C(=O)C(C)Oc2ccccc21 (stereo unspecified)	3	1.1	1	0.4	-8	61*	85*	0	0.2
Cc1ccc(-c2nc(CS(=O)(=O)CC(=O)NC3CCCCC3C)c(C)o2)cc1 (stereo unspecified)	-5	1	0	0.7	-21	27	22	54*	0.8
CCC(C)(C)n1nnnc1C(c1ccncc1)N1CCN(c2cccc(OC)c2)CC1 (stereo unspecified)	-5	1.5	1	0.1	-23	92*	84*	0	0.2
CCc1ccccc1NS(=O)(=O)c1cc(C)ccc1OC	-2	1	2	0.5	-9	54*	84*	1	0.2
O=C(C[n+]1ccc(C(=O)N/N=C/c2ccc(OCc3ccccc3)cc2)cc1)c1ccccc1	1	0.6	2	0.8	26	22	32	-5	0.7
Cc1nn(CCOc2ccccc2)c(=O)n1-c1ccccc1	-1	0.9	-3	1.2	1	-25	32	6	0.7
Cn1c(=O)c2c(-c3ccccc3)n3c4ccccc4ncc3c2n(C)c1=O	-1	x	10	x	-3	x	x	-2	x
Cc1cc(NS(=O)(=O)c2ccc(NC(=S)NC(=O)c3ccc(Cl)cc3Cl)cc2)no1	4	1.1	6	0.7	16	25	0	-6	1
C=CCn1c(CCNC(=O)c2cccs2)nnc1SCC(=O)c1cccc([N+](=O)[O-])c1	-3	1.5	4	1	19	-5	4	-5	1
CCOC(=O)c1c(C)[nH]c(C(=O)COC(=O)C2(C)CC2(Cl)Cl)c1C (stereo unspecified)	1	1	12	0	-9	99*	24	6	0.8
CC(C)c1nc(SCC(=O)NCc2ccccc2)n[nH]1	-1	0.9	7	1.1	-10	-13	54*	-9	0.5
C=CCNC(=O)NC(=O)COC(=O)COc1ccc(Br)cc1F	-1	0.9	-1	1	-11	0	-3	0	1
Cc1cc2c(cc1C)NC(c1ccccn1)C1=C(CC(C)(C)CC1=O)N2 (stereo unspecified)	5	1.5	0	1.1	7	-11	1	-14	1
CCOc1ccc(-c2nn(-c3ccccc3)cc2/C=C2\SC(N)=NC2=O)cc1C	-6	0.9	19	1	-30	-1	3	-10	1
CCn1c(=O)c2c(cnn2C)c2ccccc21	-6	1	4	1	-31	3	11	13	0.9
Cc1ccccc1NC(=O)CSc1nc(Nc2ccccc2)nc(N2CCOCC2)n1	-3	0.8	12	0.4	6	62*	49	-2	0.5
O=C(NNC(=O)c1ccccc1Cl)c1cccs1	6	x	9	x	-25	x	x	-8	x
O=C(NCCO)c1ccc2[nH]c3c(c2c1)CCCC3	6	0.9	6	0.8	-15	24	83*	-7	0.2
Cc1ccc(S(=O)(=O)N2CCN(C(=O)N3CCOCC3)C2C)cc1 (stereo unspecified)	3	1.3	9	1.3	39	-28	23	-7	0.8
CCOC(=O)c1[nH]c2cc(OC)c(OC)cc2c1NC(=O)CN1CCN(c2ccc(OC)cc2)C(C)C1 (stereo unspecified)	2	1.9	-6	1.1	0	-11	9	-14	0.9
COc1ccc(OC)c(C2C(C(C)=O)=C(O)C(=O)N2CCN2CCOCC2)c1 (stereo unspecified)	3	1.5	2	0.8	11	22	5	-5	0.9
Cc1ccc2nc(C)cc(Nc3ccc4c(c3)OCCO4)c2c1	0	1.4	2	0.3	-4	68*	20	-8	0.8
CCCCCCC(=O)Nc1nc(C)c(-c2csc(Nc3ccccc3OC)n2)s1	9	1.2	5	0.7	-23	30	-3	-6	1
COCCn1c(Sc2ccc(C)cc2)nc2c1c(=O)[nH]c(=O)n2C	6	1.4	6	0.8	-30	18	38	-8	0.6
CCOC(=O)CN1C(=O)C(=O)c2cccc(C)c21	-4	1	6	0.7	-1	32	2	1	1
